# Screening data as filed in PubChem.
# MEKK3 PB1 HTS: raises or lowers MEK5 binding to the human MEKK3 PB1 domain | 1.4% of 290,000 active | bead-based flow cytometry, Alexa488-MEK5 binding to MEKK3; actives lie on both sides; 0 = blocked by unlabeled MEK5, 100 = vehicle | Q99759 | AID 1529 | binding response (% of control), % at 10 µM;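 active = binding response more than 3 SD above or below the average of its plate-row segment, actives on both sides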;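 note: Alexa488 bead fluorescence after subtracting the streptavidin-only scavenger bead signal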
# CRFR2-BP antag: antagonists of CRF-binding protein/CRF-R2 receptor complex | 0.59% of 350,000 active | HEK293 CRF-R2/CRF-BP, CRF-induced calcium fluorescence | inhibition, % at 11.8 µM;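 active = inhibition of the ligand-induced calcium signal above about 50% at the single tested concentration, limit read from the data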
# IDE cell activ: activators of human insulin-degrading enzyme in cells | P14735 | HEK cells, FAbeta-B cleavage, fluorescence polarization; 0% vehicle, 100% cell-free pure enzyme wells | activation, % at 5.96 µM | 0.073% of 340,000 active | AID 493087;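 active = activation above the mean of all tested compounds plus 3 SD, set per screening campaign, cut at about 17% in these data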
# PHOSPHO1 inh: inhibitors of human PHOSPHO1 phosphatase; Q8TCT1; recombinant PHOSPHO1, absorbance phosphatase assay; inhibition, % at 13.3 µM; 1.1% of 290,000 active; in the data active = inhibition above about 60%
# IDE inh: inhibits human insulin-degrading enzyme in HEK cells. AID 434962. FAbetaB cleavage, fluorescence polarization. inhibition, % at 5.59 µM. P14735. 0.41% of 320,000 active;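 active = percent inhibition above the average of all tested compounds plus 3 SD, set per screening campaign, cut at about 16% in these data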;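 note: IDE supplied by intact live HEK cells; FP after avidin binding of uncleaved biotin substrate so inhibition keeps polarization high; 0% = DMSO wells and 100% = 60 µM reference IDE inhibitor Ii1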
# pCIP destab: lowers stability of the mouse p/CIP coactivator protein; Q05BA5; F442A p/CIP-EGFP cells, EGFP fluorescence, 16 h; decrease of EGFP signal, % at 10 µM; 0.01% of 290,000 active;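 active = EGFP signal decrease of at least 30% at 10 µM or well 3 SD below plate mean, unless failing retest; inactive = the rest, including hits failing retest or dose response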; note: some compounds called inactive have numbers as strong as hits; many of its hits are not listed in these tables
# GalR3 antagonist: blocks the human galanin receptor 3; O60755; HEK293 GalR3-CNG cAMP membrane potential fluorescence; galR3 body fused to GalR1 C-terminus; inhibition, % at 3 µM; 0.44% of 360,000 active; AID 651719;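 active = inhibition above the screen-wide average plus 3 SD, cut at about 13% in these data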;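 note: forskolin and galanin both at EC90 stimulate the cells; cAMP rise reported by CNG channel membrane potential dye signal; 0% = forskolin plus galanin with DMSO and 100% = forskolin alone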
# Target sequence (O60755 1-299 limits assumed): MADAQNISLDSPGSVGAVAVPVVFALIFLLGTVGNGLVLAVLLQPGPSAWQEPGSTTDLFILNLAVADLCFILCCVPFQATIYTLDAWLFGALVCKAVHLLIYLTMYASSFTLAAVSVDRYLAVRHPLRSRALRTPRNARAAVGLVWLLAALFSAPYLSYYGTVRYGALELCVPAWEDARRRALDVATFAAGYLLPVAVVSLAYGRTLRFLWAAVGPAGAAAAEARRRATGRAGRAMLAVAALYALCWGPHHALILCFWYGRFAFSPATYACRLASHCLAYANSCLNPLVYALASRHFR
# CRFR2-BP ag: agonists of human CRF-binding protein/CRF-R2 receptor complex. HEK293 CRF-R2/CRF-BP, calcium dye fluorescence (FLIPR); percent of saturating CRF peptide response. activation, % at 13.2 µM. 0.46% of 350,000 active. AID 588473;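 active = activation of at least 50%, plus an integration ratio under a set limit after plate pattern correction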;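 note: plate controls were neutral control wells without compound for no effect and CRF at EC100 for full effect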
# CHRM4 PAM: CHRM4 positive allosteric modulation. P08173. CHO-K1 hM4/Gqi5, Fluo-8 calcium fluorescence, ACh EC20; 0% = ACh EC20, 100% = maximal ACh. activation, % at 3 µM. 0.4% of 360,000 active. AID 624126;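 active = activation above its plate's cutoff, the mean activation of sample wells plus 3 SD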; note: some results filed as inactive read as strong as hits
# Target sequence (P08173 whole entry, looked up): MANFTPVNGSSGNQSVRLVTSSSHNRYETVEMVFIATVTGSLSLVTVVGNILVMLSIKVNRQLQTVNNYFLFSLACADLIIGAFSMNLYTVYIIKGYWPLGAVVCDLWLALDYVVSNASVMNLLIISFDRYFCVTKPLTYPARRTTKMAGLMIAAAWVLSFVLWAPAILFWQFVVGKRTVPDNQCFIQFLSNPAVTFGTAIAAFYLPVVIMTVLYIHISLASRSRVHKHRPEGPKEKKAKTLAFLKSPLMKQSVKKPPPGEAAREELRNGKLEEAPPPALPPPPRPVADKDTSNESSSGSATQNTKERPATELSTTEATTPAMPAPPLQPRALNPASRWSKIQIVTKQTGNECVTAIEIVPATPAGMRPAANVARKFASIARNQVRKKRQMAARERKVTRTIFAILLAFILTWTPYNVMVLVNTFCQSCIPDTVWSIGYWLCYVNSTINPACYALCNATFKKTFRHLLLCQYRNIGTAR
# Numbers without * were called inactive; nt = not tested or not shown.
SMILES,MEKK3 PB1 HTS,CRFR2-BP antag,IDE cell activ,PHOSPHO1 inh,IDE inh,pCIP destab,GalR3 antagonist,CRFR2-BP ag,CHRM4 PAM
Cc1onc(-c2ccccc2Cl)c1C(=O)Nc1sc2c(c1C#N)CCC2,104,-45,4,21,-5,-15,3,1.1,13
Cc1ccc2cc(CCNC(=O)c3cccc([N+](=O)[O-])c3)c(=O)[nH]c2c1,90,-3,-4,20,2,6,-2,0.7,3
Cc1ccc(N(C(=O)c2csnn2)C(C(=O)NC2CCCCC2)c2cccnc2)cc1 (stereo unspecified),102,-13,1,26,6,-8,-9,2.0,-1
O=C(Nc1ncc(Cc2ccccc2Cl)s1)C1CCCO1 (stereo unspecified),100,-5,0,11,-1,-4,-5,-2.6,1
COc1ccc(NC(=O)C23CC4CC(C2)CC(n2cnc(Br)n2)(C4)C3)cc1OC,102,-4,4,-6,-1,-1,-8,-0.8,-3
Cc1c(C)c2ccc(OC3CCCCC3=O)cc2oc1=O (stereo unspecified),nt,-17,2,-8,-1,-8,-2,-2.0,3
CCOc1ccc(CCNC(=O)CCS(=O)(=O)c2ccc(C)cc2)cc1OCC,105,-4,4,24,4,0,-7,-4.8,-2
O=C1c2cccc3cccc(c23)C(=O)N1CCN1CCN(C(=S)Nc2ccc(Cl)cc2)CC1,87,14,4,-1,-2,9,-4,-1.7,-5
CC(=O)Nc1ccc(N(C(=O)Cn2nnc3ccccc32)C(C(=O)NC2CCCC2)c2ccc(O)c(O)c2)cc1 (stereo unspecified),94,7,7,12,-1,-10,-4,-0.7,4
C1=C(c2ccccc2)Nc2nnnn2C1,101,9,0,6,2,-16,-4,3.0,1
CCCN(CC(=O)Nc1ccc(F)c(F)c1F)C(=O)c1ccc2c(=O)n3c(nc2c1)CCC3,nt,10,1,nt,1,nt,-4,0.0,3
O=C(CCC1CCCC1)Nc1ccon1,102,2,2,-1,-2,-4,-2,-0.7,2
CCOC(=O)N1CCC(N2C(=O)c3ccc(C(=O)NCc4ccco4)cc3C2=O)CC1,115,16,5,-3,4,-8,nt,-1.4,-1
CCCC(C)NC(=O)CSc1nnc2ccccn12 (stereo unspecified),90,1,2,10,-5,-6,-3,-1.0,-7
Cc1cc(=O)[nH]c(N/N=C/c2ccc(N(C)C)cc2)n1,91,-14,-3,22,6,-24,3,-0.1,-3
C=CCn1c(Cc2c[nH]c3ccccc23)nnc1SCC(=O)NCc1ccccc1,103,-12,2,19,6,1,nt,0.6,-5
COc1ccc(-n2c(N)cc(=O)[nH]c2=O)cc1,102,3,nt,32,7,-1,nt,-0.4,nt
CC(=O)NS(=O)(=O)c1ccc(NC(=O)/C=C/c2ccccc2)cc1,104,-5,0,-8,4,-7,-4,-2.6,-2
COc1ccc(NC(=O)C2C3CCC(C3)C2C(=O)O)cc1OC (stereo unspecified),102,-6,0,-10,-2,-1,-3,-0.5,-1
O=C(CC1C=Cc2ccccc2N1C(=O)c1ccccc1)c1ccccc1 (stereo unspecified),109,32,3,-10,4,-7,-13,-2.0,-4
CC(C)(C)OC(=O)NCc1ccc(NC(=O)c2nc[nH]c2C(=O)NCCN(CCNC(=O)c2[nH]cnc2C(=O)Nc2ccc(CNC(=O)OC(C)(C)C)cc2)CCNC(=O)c2[nH]cnc2C(=O)Nc2ccc(CNC(=O)OC(C)(C)C)cc2)cc1,nt,-3,4,nt,2,nt,-9,1.0,5
Cc1cc(=O)[nH]c(NNC(=O)c2ccc(Cl)cc2)n1,nt,-18,nt,nt,nt,nt,-2,1.5,3
Cc1cc(C(=O)OCC(=O)Nc2ccccc2C)c(C)o1,nt,-1,0,nt,-3,nt,-2,0.9,-1
Cc1ccn2cc(-c3cccc([N+](=O)[O-])c3)nc2c1,103,-1,3,51,0,-16,-1,-4.8,26
N#Cc1c(-c2cccs2)cc(C2CC2)nc1SCC(N)=O,99,-13,2,42,0,-18,1,-0.3,5
O=C(NCCCN1CCN(c2ccccc2F)CC1)C1CCC(=O)N1C1CCCCC1 (stereo unspecified),106,-15,4,0,6,-7,-3,2.5,7
CCOc1ccc(/C=C2\CCc3ccccc3C2=O)cc1,91,-4,-3,12,-1,-9,-4,0.4,3
COc1ccc(/C=N/NC(=O)c2cccc(COCC(F)(F)C(F)F)c2)cc1,99,36,-4,-1,1,4,-2,-3.2,1
O=C(Cc1ccccc1)NCCCc1ccccc1,99,-7,1,1,1,4,0,-0.8,6
O=C(COc1cccc(C(F)(F)F)c1)NCC(c1ccco1)N1CCCCC1 (stereo unspecified),nt,-16,-2,nt,2,nt,5,0.3,4
COC(=O)C(NC(C)=O)(Nc1ccccn1)C(F)(F)F (stereo unspecified),101,-4,3,13,9,-8,-4,0.2,-4
CC(=O)Nc1cccc(OC(=O)N2CCOCC2)c1,109,-14,-6,-2,3,-2,-3,3.1,27*
COc1ccc(NC(=O)Cn2nnc(-c3ccccc3NC(=O)c3ccco3)n2)cc1,102,11,-5,-1,2,-8,6,-2.0,-8
CCOC(=O)c1ccc(NC(=O)c2cc(C)nc3ccccc23)cc1,103,2,4,41,3,-9,-6,-0.6,3
Cc1noc(C)c1COC(=O)c1ccc2c(c1)OCO2,101,6,2,-3,4,-6,-5,-0.7,0
COc1ccc(/C=C2/C(=O)N(c3ccccc3)N=C2C)cc1OC,107,15,2,25,nt,-3,-10,-1.8,1
CCCn1c(CCC(=O)O)nc2cc(S(=O)(=O)N3CCCC3)ccc21,103,-10,3,45,7,-13,10,0.1,4
CCCCc1c(C)c2ccc(OCC(C)=O)cc2oc1=O,101,5,1,-27,-3,-3,0,-0.5,6
O=C(Nc1nc(-c2nc3ccccc3s2)cs1)C1CC1,105,0,5,-9,3,10,3,-0.1,0
COc1ccc2c(c1)C(C)CC(C)(C)N2C(=O)CSc1nc2ccccc2s1 (stereo unspecified),nt,-11,13,30,6,2,-6,4.0,-4

# Complete entries from above. Screens in order: MEKK3 PB1 HTS | CRFR2-BP antag | IDE cell activ | PHOSPHO1 inh | IDE inh | pCIP destab | GalR3 antagonist | CRFR2-BP ag | CHRM4 PAM
# COc1ccc(NC(=O)Cn2nnc(-c3ccccc3NC(=O)c3ccco3)n2)cc1 as listed: 102 | 11 | -5 | -1 | 2 | -8 | 6 | -2.0 | -8
# Cc1ccn2cc(-c3cccc([N+](=O)[O-])c3)nc2c1 as listed: 103 | -1 | 3 | 51 | 0 | -16 | -1 | -4.8 | 26

# The list goes on:
SMILES,MEKK3 PB1 HTS,CRFR2-BP antag,IDE cell activ,PHOSPHO1 inh,IDE inh,pCIP destab,GalR3 antagonist,CRFR2-BP ag,CHRM4 PAM
COc1ccc(NC(=O)CN2C(=O)COc3ccc(S(=O)(=O)N4CCCCCC4)cc32)cc1,101,3,1,64*,8,-9,-4,-1.5,-4
CN(C(=O)COC(=O)c1ccc2c(c1)OCCO2)C1CCCCC1,nt,-10,0,nt,nt,nt,-4,0.3,-2
O=C(Nc1nc2c(s1)CCCC2)c1ccc(N2C(=O)CCC2=O)cc1,100,12,5,-16,2,-14,-5,0.2,1
Cc1cc(=O)[nH]c(NN)n1,98,16,3,14,-4,-1,-7,-2.5,1
C#CCOCCOCCOCCNc1nc(N2CCN(C(=O)[C@H]([C@@H](C)CC)n3cc([C@@H](N)CO)nn3)CC2)nc(N2CCN(C(=O)[C@H](CCCCN)n3cc([C@@H](N)C(C)CC)nn3)CC2)n1 (stereo partly specified),106,1,-6,56,-4,-13,-5,-0.3,23
CCC/C(=N/NC(=O)c1cccc(Cl)c1)c1ccccc1,107,-11,2,4,2,-7,-2,-0.9,6
O=C(CNC(=O)c1ccccc1F)OCc1csc(-c2ccccc2)n1,99,12,0,28,8,-9,-5,-0.1,11
O=C1C2CCCCN2C(=O)N1CCCCN1CCN(c2ccccc2Oc2ccccc2)CC1 (stereo unspecified),110,-19,6,nt,1,1,-14,-2.2,-7
Cc1cccc(C)c1NC(=O)C(=O)c1cn(C)c2ccccc12,94,1,4,-1,-2,-8,-4,0.0,-1
CCN(CC)C(=O)COc1ccc(/C(C)=N/NC(=O)c2ccccc2Br)cc1,128,-27,6,-3,11,8,-4,0.7,-3
CC1=Nc2cc(C(=O)NCC3CCCO3)ccc2Sc2ccc(Br)cc21 (stereo unspecified),104,-1,3,32,3,-1,-5,-0.1,-15
Cc1ccc2cc(CCl)c(Cl)nc2c1,97,9,4,34,-7,-2,-3,-0.1,-5
O=C(NCC1CCCO1)c1cc(S(=O)(=O)N2CCCC2)c(Cl)cc1Cl (stereo unspecified),102,12,-6,30,-2,-10,-3,0.6,8
CCn1cc(C(=O)NC2CCCCC2)c(=O)c2cc(S(=O)(=O)N(C)C)ccc21,89,-28,-2,2,-1,14,2,4.1,0
Cc1cc(C(=O)Cn2cc(C(F)(F)F)ccc2=O)c(C)n1-c1ccccc1,104,-27,2,-35,-3,-6,-4,-0.3,-4
Cc1cc(C)n(CCNC(=O)C2CCC(=O)N(CC3CCCCC3)C2)n1 (stereo unspecified),99,15,5,-16,12,9,6,-0.2,-1
COc1cc(OC)c2c(-c3ccccc3)cc(=O)oc2c1C(CCN1CCCCC1)c1ccc(N(C)C)cc1 (stereo unspecified),127,-22,0,22,-4,-7,nt,7.9,1
CN(C)C(=O)Cn1cc(S(=O)(=O)Cc2ccccc2)c2ccccc21,103,16,5,11,8,12,-3,-0.7,-4

# Among those listed so far, 7 contain a Cl atom.
SMILES,MEKK3 PB1 HTS,CRFR2-BP antag,IDE cell activ,PHOSPHO1 inh,IDE inh,pCIP destab,GalR3 antagonist,CRFR2-BP ag,CHRM4 PAM
Cc1onc(-c2ccccc2Cl)c1C(=O)Nc1sc2c(c1C#N)CCC2,104,-45,4,21,-5,-15,3,1.1,13
O=C(Nc1ncc(Cc2ccccc2Cl)s1)C1CCCO1 (stereo unspecified),100,-5,0,11,-1,-4,-5,-2.6,1
O=C1c2cccc3cccc(c23)C(=O)N1CCN1CCN(C(=S)Nc2ccc(Cl)cc2)CC1,87,14,4,-1,-2,9,-4,-1.7,-5
Cc1cc(=O)[nH]c(NNC(=O)c2ccc(Cl)cc2)n1,nt,-18,nt,nt,nt,nt,-2,1.5,3
CCC/C(=N/NC(=O)c1cccc(Cl)c1)c1ccccc1,107,-11,2,4,2,-7,-2,-0.9,6
Cc1ccc2cc(CCl)c(Cl)nc2c1,97,9,4,34,-7,-2,-3,-0.1,-5
O=C(NCC1CCCO1)c1cc(S(=O)(=O)N2CCCC2)c(Cl)cc1Cl (stereo unspecified),102,12,-6,30,-2,-10,-3,0.6,8

# Rows are unselected; overall some 4.2% were active at least once.
